Screening results deposited in PubChem BioAssay by several laboratories.
Mtb BioA inh: BioA (M. tuberculosis) enzyme inhibition; purified M. tuberculosis BioA enzyme, plate reader; inhibition, % at 9.99 µM; hit rate 0.096% among 360,000; AID 602481; in the data active = inhibition above about 40%
GDH-TPI counter: GDH-TPI coupled enzyme inhibition counter-screen; hit rate 1.2% among 360,000; AID 588335; inhibition, % at 4.8 µM; GDH-TPI coupled enzyme counterscreen, NADH absorbance; in the data active = inhibition above about 30%;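 also: 0% = DMSO wells and 100% = wells lacking the enzyme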
SARS 3CLpro inh: SARS-CoV 3CLpro protease inhibition; P0C6X7; recombinant SARS-CoV 3CLpro, quenched FRET peptide cleavage; inhibition, % at 6 µM; hit rate 0.14% among 290,000; AID 1706; in the data active = inhibition above about 12%
SSB-PriA inh: K. pneumoniae PriA-SSBct interaction inhibition | AlphaScreen SSBct-PriA binding, biotinylated peptide | hit rate 0.6% among 430,000 | inhibition, % at 33 µM; in the data active = inhibition mostly above about 37%, no sharp cut-off; inactive = mostly below about 20%;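 also: plate controls were negative control peptide for no effect and reference peptide for full effect; strong numbers were not always called active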
UGM FP inh: blocks M. tuberculosis UGM enzyme; P9WIQ1; purified UGM, fluorescence polarization probe displacement; inhibition, % at 10 µM; hit rate 0.06% among 320,000; in the data active = inhibition above about 10%, passing the limit was not always enough
Target sequence (P9WIQ1 whole entry, looked up): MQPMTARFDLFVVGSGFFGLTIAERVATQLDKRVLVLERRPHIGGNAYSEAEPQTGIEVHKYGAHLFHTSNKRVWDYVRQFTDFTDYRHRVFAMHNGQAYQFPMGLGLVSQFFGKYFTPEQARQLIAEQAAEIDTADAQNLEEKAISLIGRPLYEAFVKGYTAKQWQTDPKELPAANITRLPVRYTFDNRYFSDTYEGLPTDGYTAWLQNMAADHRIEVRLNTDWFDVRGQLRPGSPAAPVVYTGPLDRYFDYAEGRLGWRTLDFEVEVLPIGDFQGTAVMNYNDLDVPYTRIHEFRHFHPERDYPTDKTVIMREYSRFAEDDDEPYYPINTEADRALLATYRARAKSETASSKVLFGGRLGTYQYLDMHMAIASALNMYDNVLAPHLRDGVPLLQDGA
MazEF act: increases E. coli MazEF RNase cleavage of RNA; FAM/BHQ RNA-DNA oligo cleavage fluorescence, 5 h; activation, % at 20 µM; hit rate 0.32% among 350,000; AID 504720; in the data active = activation above about 50%
Target sequence (P0AE70 whole entry, looked up): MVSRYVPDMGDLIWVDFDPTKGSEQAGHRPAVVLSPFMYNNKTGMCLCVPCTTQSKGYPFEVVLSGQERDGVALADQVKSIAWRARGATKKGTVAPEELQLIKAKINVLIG
FBA Mtb inh: inhibits M. tuberculosis FBA enzyme | P9WQA3 | purified M. tuberculosis FBA, fluorescence read-out | inhibition, % at 1 µM | hit rate 2.3% among 360,000; in the data active = inhibition above about 27%;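 also: 0% = vehicle and 100% = reference inhibitor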
Target sequence (P9WQA3 whole entry, looked up): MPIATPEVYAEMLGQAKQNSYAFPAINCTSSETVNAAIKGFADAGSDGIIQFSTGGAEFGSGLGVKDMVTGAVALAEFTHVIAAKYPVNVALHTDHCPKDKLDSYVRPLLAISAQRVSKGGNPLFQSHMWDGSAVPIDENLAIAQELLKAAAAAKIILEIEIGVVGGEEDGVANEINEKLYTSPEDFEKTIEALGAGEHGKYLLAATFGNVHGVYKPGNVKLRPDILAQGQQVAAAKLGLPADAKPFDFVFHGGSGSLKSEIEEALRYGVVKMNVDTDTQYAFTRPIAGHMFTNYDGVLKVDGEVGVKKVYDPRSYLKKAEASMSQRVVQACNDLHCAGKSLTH
Vc quorum ag: inducers of Vibrio cholerae quorum light production without autoinducers | hit rate 0.16% among 350,000 | AID 588436 | activation, % at 18.7 µM | V. cholerae BH1578 lux reporter, luminescence, 6 h; in the data active = activation mostly above about 9.7%, no sharp cut-off; also: not every result past the cut was called active; inactives centre near 0; reference of the scale not given here
VHR inh abs: inhibitors of human VHR1 phosphatase (DUSP3); recombinant VHR phosphatase, pNPP absorbance; inhibition, % at 13.3 µM; hit rate 0.52% among 290,000; in the data active = inhibition above about 50%; also: some compounds called inactive have numbers as strong as hits
Target sequence (P51452 whole entry, looked up): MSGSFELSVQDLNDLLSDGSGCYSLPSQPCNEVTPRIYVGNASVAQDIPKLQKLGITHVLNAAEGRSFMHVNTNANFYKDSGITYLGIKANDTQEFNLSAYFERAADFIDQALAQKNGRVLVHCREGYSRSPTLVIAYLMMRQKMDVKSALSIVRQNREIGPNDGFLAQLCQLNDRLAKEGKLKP
Rv3671c inh: Rv3671c (M. tuberculosis) protease inhibition | AID 2606 | hit rate 0.048% among 320,000 | P9WHR9 | inhibition, % at 5.96 µM; in the data active = inhibition above about 38%;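 also: extracellular domain of Rv3671c used as enzyme; 0% = enzyme with DMSO and 100% = no enzyme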
Starred values were filed as active, the others as inactive; i = inactive; x = no result given; & = joins results of further samples. Not all compounds are listed (hit frequency here may not be typical).

SMILES | Mtb BioA inh | GDH-TPI counter | SARS 3CLpro inh | SSB-PriA inh | UGM FP inh | MazEF act | FBA Mtb inh | Vc quorum ag | VHR inh abs | Rv3671c inh
Cn1nc(C(=O)NCC(c2cccs2)N2CCOCC2)c2ccccc2c1=O (centres undefined) | x | 4 | x | -5 | 1.7 | 7 | 1 | i | x | -8
CCOC(=O)CSc1nc(N)nc(C)c1Br | 1.6 | 4 | 3 | -12 | -1.5 | 3 | -2 | i | -10 | -6
COc1ccc(OC)c(NC(=O)C2=C(C)NC(=O)NC2c2cccs2)c1 (centres undefined) | x | 9 | 4 | 12 | -4.5 | -17 | 0 | -1.4 | 1 | 0
O=C(CCc1nnc2ccc(NCc3ccccc3)nn12)NC1CCCC1 | 2.9 | 2 | -3 | 6 | -1.4 | 3 | 1 | -0.5 | 14 | -3
COc1ccc(NC(=S)NCCCN2CCOCC2)cc1 | x | 6 | 1 | -3 | -0.6 | 2 | 2 | -0.3 | 2 | 3
Cn1cnnc1SC1CCCCC1NS(=O)(=O)c1ccc(Cl)cc1 (centres undefined) | -0.4 | 2 | -3 | -11 | 2.5 | -2 | 1 | -0.6 | 18 | 5
CC1=C(C(=O)OCc2ccc([N+](=O)[O-])cc2)N2C(=O)C(NC(=O)Cc3ccccc3)C2SC1 (centres undefined) | -2.5 | 24 | 2 | -10 | -0.8 | -6 | 0 | -0.1 | 23 | -7
COc1cc(C2Nc3ccccc3C(=O)N2c2ccccc2)ccc1O (centres undefined) | 2.2 | 17 | -3 | 1 | 0.2 | 5 | 19 | i | -2 | 7
COc1ccc2c(c1)[nH]c1c(N3CCN(Cc4ccc5c(c4)OCO5)CC3)ncnc12 | 1.0 | 5 | 0 | 6 | -1.1 | -4 | 4 | -1.4 | 14 | -4
COc1cccc(/C=C/C(=O)OCC(=O)NCCC2=CCCCC2)c1 | x | 6 | 2 | 0 | -0.9 | -14 | 13 | -0.2 | -7 | -6
NS(=O)(=O)c1ccc(CNC(=S)Nc2ccc(F)c(Cl)c2)cc1 | x | -3 | -2 | -13 | -0.5 | -2 | 0 | -0.8 | -13 | -2
O=c1c(Cc2ccc(F)cc2)c(O)ccn1CC1CCCO1 (centres undefined) | x | 2 | 4 | -10 | -2.9 | 6 | 3 | -0.3 | 16 | -4
CC(=O)c1ccc2oc3ccccc3c(=O)c2c1 | 1.8 | 2 | 3 | -9 | -0.3 | 7 | -1 | 2.1 | 17 | -5
Cc1cc(/C=C(\C#N)C(=O)NCCc2c[nH]c3ccccc23)c(C)n1C | x | 12 | 3 | 21 | 2.2 | 2 | -7 | i | -4 | 3
Cc1cc(C(=O)COC(=O)CNC(=O)c2ccc(Cl)c(Cl)c2)c(C)n1Cc1ccco1 | -1.2 | 12 | 6 | -4 | 3.8 | -3 | -2 | i | 4 | -9
N#CCSc1nnc(Cc2cccs2)n1C1CCCCC1 | 6.3 | 5 | -7 | 1 | -4.0 | 4 | 2 | i | 25 | 3
C(=N\Nc1nc2ccccc2s1)/c1cccs1 | -3.5 | 42* | -1 | x | -0.9 | -8 | 0 | -0.7 | 36 | 11
COc1cc(S(=O)(=O)Nc2cc(C)cc(C)c2)ccc1F | x | 10 | 7 | -10 | -1.8 | 3 | 0 | -0.3 | -5 | -9
CC(CCc1ccccc1)NC(=O)CNC(=O)COc1ccccc1 (centres undefined) | x | 6 | 3 | 2 | 0.7 | 7 | 6 | -1.0 | 20 | -8
O=C(C[C@H]1C/C=C\C[C@@H](Cc2ccc(F)cc2)C(=O)O[C@H](c2ccccc2)CNC1=O)NCCO | 0.9 | -5 | x | -1 | -5.7 | 4 | 0 | i | x | -1
BrC(=C\c1ccccc1)/C=N/N1CCN(Cc2ccccc2)CC1 | x | 9 | -9 | x | 4.9 | -14 | -3 | i | 8 | -1
COCCN(C(=O)COC(=O)c1oc2ccc(OC)cc2c1C)c1c(N)n(Cc2ccccc2)c(=O)[nH]c1=O | 0.1 | 2 | 3 | 9 | 0.9 | -1 | 26 | i | 2 | -5
O=C(NCCc1ccccc1)c1c[nH]c2ccccc2c1=O | -0.9 | 2 | x | x | x | 6 | -2 | -4.8 | x | x
COc1c(C)cc(Br)cc1C(=O)Nc1ccc(Cc2ccncc2)cc1 | 15 | -10 | 10 | -13 | 1.9 | 0 | 2 | 0.0 | 20 | -10
CC1(C)Cc2ccccc2-c2nnc(SCC(=O)N3CCc4ccccc43)n21 | -0.8 | -9 | -5 | -18 | -2.9 | -31 | 0 | -1.4 | -12 | -7
Later entries.
SMILES | Mtb BioA inh | GDH-TPI counter | SARS 3CLpro inh | SSB-PriA inh | UGM FP inh | MazEF act | FBA Mtb inh | Vc quorum ag | VHR inh abs | Rv3671c inh
CCCC(=O)NC(=S)Nc1ccc(NC(=O)C(C)C)c(OC)c1 | -0.5 | 14 | -4 | -10 | -2.4 | 1 | 1 | -0.8 | 22 | -14
CCOC(=O)N1CCC(NC(=O)Cn2cccc2C(=O)c2ccccc2)CC1 | -0.1 | 11 | -3 | -9 | 0.8 | -1 | 0 | -0.2 | 7 | 0
O=[N+]([O-])c1ccc(S(=O)(=O)N2CCN=C2SCc2cccnc2)cc1 | x | 7 | -1 | -6 | 0.2 | 5 | -1 | i | 6 | 5
CCCNC(=O)c1nn2cc(Br)cnc2c1Br | x | 5 | 1 | -12 | -1.0 | 1 | -2 | -0.3 | 15 | -4
Cc1cccc(NC(=O)c2cc(-c3cc(C)cc(C)c3O)n[nH]2)c1 | -1.7 | -7 | 2 | 4 | -1.4 | 6 | -1 | i | 6 | -27
O=C(Cc1ccccc1)Nc1c(C(=O)N2CCCCCC2)cnn1-c1ccccc1 | -3.2 | 0 | 3 | -12 | 2.5 | -1 | 4 | -2.6 | 16 | 0
O=C(COC(=O)CN1C(=O)C2CCCCC2C1=O)NNC(=O)c1ccc(Cl)cc1 (centres undefined) | -0.3 | 4 | x | 1 | 2.8 | 0 | 1 | i | x | -6
Cc1ccccc1/C=C\c1nc2ccccc2c(=O)n1Cc1ccccc1 | x | 19 | 8 | -25 | 2.3 | -12 | -1 | -3.6 | 4 | -21
O=C(O)CCN1C(=O)C2C3C=CC(C3)C2C1=O (centres undefined) | -2.5 | 6 | -3 | -11&-15 | 3.5 | -2 | 4 | -0.3 | 4 | -4
CCOc1ccccc1N(CC(=O)NC1CCCCC1)S(=O)(=O)c1ccc(C)cc1 | x | -5 | 0 | -8 | -0.4 | 7 | 2 | -0.3 | 4 | -18
O=C(Nc1cccc(F)c1)C1CCCN(S(=O)(=O)c2cnc[nH]2)C1 (centres undefined) | 0.7 | 2 | 0 | -2 | -3.2 | 0 | -1 | -0.2 | 23 | -6
CC(C)Cn1c2c(c(O)c(C(=O)Nc3nccs3)c1=O)CCCC2 | -2.7 | 11 | -1 | -4 | 0.8 | 2 | 2 | 0.4 | 10 | 0
O=C(Oc1cccc(NC(=O)c2cccs2)c1)c1cccc(S(=O)(=O)N2CCCC2)c1 | x | 3 | 3 | -2 | -1.8 | -6 | -1 | -0.2 | 7 | -35
CC1(O)CC(C)(C)C(C#N)C(=O)N1 (centres undefined) | -0.6 | 3 | x | -12 | x | 10 | -2 | 1.3 | x | x
N#C/C(=C\Nc1ccc(Cl)cc1)S(=O)(=O)c1ccccn1 | x | 6 | -6 | -14 | -2.5 | 8 | 0 | -1.2 | 25 | 4
COc1ccc(-n2c(N)c(C(=O)NCc3cccnc3)sc2=S)cc1 | -0.2 | 15 | 1 | 0 | 1.4 | 1 | -2 | -0.3 | 15 | -3
CCCN1CCN(C(=O)Nc2cccc(C(F)(F)F)c2)CC1 | 0.4 | 3 | 1 | -17 | -1.8 | 13 | 1 | -0.5 | -12 | 12
Cc1ccc(-c2nnn(CC(=O)N(Cc3ccco3)C(C(=O)NC(C)(C)C)c3ccncc3)n2)o1 (centres undefined) | x | 10 | -1 | -6 | 2.2 | 0 | -1 | -0.2 | 4 | -4
CC(C)(C)N1C(=O)c2ccc(C(=O)Nc3ccc(O)cc3)cc2C1=O | 4.9 | -2 | -4 | -3 | 1.4 | -19 | 0 | i | 1 | -3
O=C(Nc1ccccc1)c1cccc2c(-c3cccnc3)coc12 | 1.6 | 3 | x | x | x | x | -2 | i | x | x
NC(=O)c1nsc(C(=O)N(c2ccc(F)cc2)C(C(=O)NCC2CCCO2)c2c[nH]c3ccccc23)c1N (centres undefined) | 0.2 | 8 | 5 | 3 | 0.6 | -2 | 1 | -0.2 | 43 | -2
Cc1ccccc1NC(=O)CSc1nnc(-c2ccco2)c(-c2ccco2)n1 | 3.2 | 18 | 4 | -6 | -0.5 | 3 | -3 | -0.3 | 0 | -3
CCC(=O)NC(NC(=O)CC)C(Cl)Cl | -0.5 | 4 | -3 | -5 | -3.1 | -1 | 5 | i | 2 | 13
COc1ccccc1N1CCN(C(=O)c2ccc(NC(C)=O)cc2)CC1 | 2.0 | -6 | -2 | 5 | 2.9 | 4 | 3 | i | 10 | -6
CCCCN1CN=C(Nc2nc3ccccc3o2)NC1 | -0.4 | 5 | -3 | -9 | -1.4 | 2 | 3 | -6.2 | 14 | 1
Carrying on.
SMILES | Mtb BioA inh | GDH-TPI counter | SARS 3CLpro inh | SSB-PriA inh | UGM FP inh | MazEF act | FBA Mtb inh | Vc quorum ag | VHR inh abs | Rv3671c inh
O=C(COc1ccc(Br)cc1)NCCNC(=O)c1cccnc1 | -0.9 | 5 | 3 | -9 | 4.5 | -2 | 3 | -0.8 | 19 | -4
O=C(c1ccccc1)c1ccc(OCC(O)CNC2CCCc3ccccc32)cc1 (centres undefined) | x | 0 | 0 | -18 | -1.2 | 6 | -5 | i | 10 | 4
COc1ccc(C2C(C#N)=C(N)Oc3c2c(C)nn3-c2ccccc2)cc1Cn1nc(C)c([N+](=O)[O-])c1C (centres undefined) | 9.2 | 20 | 2 | 8 | 2.0 | -2 | 0 | i | 17 | 10
O=C(c1cc2nc(C3CC3)cc(C(F)(F)F)n2n1)N1CCCC1 | 0.5 | 6 | -2 | -12 | 2.9 | 4 | -2 | i | 8 | -6
O=C(COc1ccccc1)Nc1ccccc1C(=O)NCc1ccco1 | x | 3 | 1 | 12 | 0.1 | -3 | -1 | i | 19 | 3
O=c1[nH]c2cc3c(cc2cc1CN(CCN1CCOCC1)C(=S)NCC1CCCO1)OCO3 (centres undefined) | -3.6 | 16 | -1 | -10 | 2.5 | 5 | 34* | -0.6 | 43 | 2
O=P(/C(=N/O)N1CCCCC1)(N1CCOCC1)N1CCOCC1 | -1.0 | -5 | -8 | x | 0.6 | 2 | -1 | -0.4 | 12 | -1
COc1ccc(-n2c(N3CCN(C)CC3)nc3sc4c(c3c2=O)CCCCC4)cc1 | -0.3 | 16 | 0 | 4 | 3.1 | 10 | -1 | -0.3 | -20 | 2
Cc1ccc2nc(C)cc(C(=O)N3CCCC(CO)(Cc4ccccc4C)C3)c2c1 (centres undefined) | 6.5 | 0 | -2 | 3 | 0.2 | 2 | 0 | -0.5 | 16 | 5
CC(=O)c1ccccc1NC(=O)CC1(CC(=O)O)CCCCC1 | -1.7 | 4 | 1 | 15 | 3.7 | -2 | 5 | 1.7 | -4 | 1

A stretch taken from the entries so far, as a working copy:
SMILES | Mtb BioA inh | GDH-TPI counter | SARS 3CLpro inh | SSB-PriA inh | UGM FP inh | MazEF act | FBA Mtb inh | Vc quorum ag | VHR inh abs | Rv3671c inh
O=C(COc1ccccc1)Nc1ccccc1C(=O)NCc1ccco1 | x | 3 | 1 | 12 | 0.1 | -3 | -1 | i | 19 | 3
O=c1[nH]c2cc3c(cc2cc1CN(CCN1CCOCC1)C(=S)NCC1CCCO1)OCO3 (centres undefined) | -3.6 | 16 | -1 | -10 | 2.5 | 5 | 34* | -0.6 | 43 | 2
O=P(/C(=N/O)N1CCCCC1)(N1CCOCC1)N1CCOCC1 | -1.0 | -5 | -8 | x | 0.6 | 2 | -1 | -0.4 | 12 | -1
COc1ccc(-n2c(N3CCN(C)CC3)nc3sc4c(c3c2=O)CCCCC4)cc1 | -0.3 | 16 | 0 | 4 | 3.1 | 10 | -1 | -0.3 | -20 | 2
Cc1ccc2nc(C)cc(C(=O)N3CCCC(CO)(Cc4ccccc4C)C3)c2c1 (centres undefined) | 6.5 | 0 | -2 | 3 | 0.2 | 2 | 0 | -0.5 | 16 | 5
CC(=O)c1ccccc1NC(=O)CC1(CC(=O)O)CCCCC1 | -1.7 | 4 | 1 | 15 | 3.7 | -2 | 5 | 1.7 | -4 | 1
